Compound activity (PubChem)
Mtb FBA inh: Mtb fructose-bisphosphate aldolase inhibition. P9WQA3. inhibition, % at 1 µM. purified M. tuberculosis FBA, fluorescence read-out. actives 2.3% (n = 360,000); in the data active = inhibition above about 27%;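 also: 0% = vehicle and 100% = reference inhibitor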
Target sequence (P9WQA3 whole entry, looked up): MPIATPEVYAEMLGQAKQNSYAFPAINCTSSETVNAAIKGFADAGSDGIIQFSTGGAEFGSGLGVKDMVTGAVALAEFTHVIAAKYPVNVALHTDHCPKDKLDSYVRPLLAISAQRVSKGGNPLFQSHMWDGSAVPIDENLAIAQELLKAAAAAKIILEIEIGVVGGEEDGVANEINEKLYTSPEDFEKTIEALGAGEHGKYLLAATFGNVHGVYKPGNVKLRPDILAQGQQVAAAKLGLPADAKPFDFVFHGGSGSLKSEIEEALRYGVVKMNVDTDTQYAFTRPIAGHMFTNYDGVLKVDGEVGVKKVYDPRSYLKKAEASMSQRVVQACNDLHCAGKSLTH
Mtb UGM inh: Mtb UDP-galactopyranose mutase inhibition | P9WIQ1 | purified UGM, fluorescence polarization probe displacement | actives 0.06% (n = 320,000) | inhibition, % at 10 µM; in the data active = inhibition above about 10%, passing the limit was not always enough; inconclusive = no clear call, values can overlap the other calls
Target sequence (P9WIQ1 whole entry, looked up): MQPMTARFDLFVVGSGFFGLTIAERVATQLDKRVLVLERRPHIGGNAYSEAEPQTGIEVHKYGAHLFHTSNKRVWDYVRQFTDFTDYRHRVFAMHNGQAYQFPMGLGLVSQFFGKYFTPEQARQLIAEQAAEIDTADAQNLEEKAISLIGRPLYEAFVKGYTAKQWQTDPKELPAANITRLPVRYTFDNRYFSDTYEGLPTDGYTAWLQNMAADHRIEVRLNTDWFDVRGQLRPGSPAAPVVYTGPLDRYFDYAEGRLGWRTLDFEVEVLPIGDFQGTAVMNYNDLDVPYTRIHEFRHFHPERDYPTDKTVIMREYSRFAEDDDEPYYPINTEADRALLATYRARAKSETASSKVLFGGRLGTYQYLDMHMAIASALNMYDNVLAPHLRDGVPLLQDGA
Rv3671c protease: inhibitors of M. tuberculosis serine protease Rv3671c; P9WHR9; inhibition, % at 5.96 µM; actives 0.048% (n = 320,000); in the data active = inhibition above about 38%;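 also: extracellular domain of Rv3671c used as enzyme; 0% = enzyme with DMSO and 100% = no enzyme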
CCHF vOTU inh: blocks the CCHF virus ovarian tumor domain protease | AID 651958 | CCHFV vOTU protease, Pep-AMC fluorescence | inhibition, % at 11.5 µM | actives 0.55% (n = 370,000); also: 0% = vehicle wells with enzyme and 100% = no enzyme wells
VHR inh abs: DUSP3 (human) phosphatase inhibition | P51452 | recombinant VHR phosphatase, pNPP absorbance | inhibition, % at 13.3 µM | actives 0.52% (n = 290,000); in the data active = inhibition above about 50%; also: some compounds called inactive have numbers as strong as hits
Target sequence (P51452 whole entry, looked up): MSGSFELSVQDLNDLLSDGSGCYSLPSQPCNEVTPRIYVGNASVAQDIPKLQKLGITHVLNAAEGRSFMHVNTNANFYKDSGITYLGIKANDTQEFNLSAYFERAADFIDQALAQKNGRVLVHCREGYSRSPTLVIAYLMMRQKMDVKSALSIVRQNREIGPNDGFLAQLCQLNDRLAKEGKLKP
BoNT-F LC inh: blocks Botulinum neurotoxin F light chain protease. Multiplex microsphere protease cleavage assay, flow cytometry. inhibition, % at 10 µM. actives 0.22% (n = 360,000). AID 588497; in the data active = inhibition above about 35%, passing the limit was not always enough; inconclusive = no clear call, values can overlap the other calls; also: plate controls were buffer without enzyme for full effect and enzyme alone for no effect
FadD28 binding: M. tuberculosis FadD28 bisubstrate binding inhibition; FadD28 bisubstrate probe binding, fluorescence polarization; AID 588549; inhibition, % at 12.5 µM; actives 0.22% (n = 360,000); in the data active = inhibition above about 8.5%, passing the limit was not always enough; inconclusive = no clear call, values can overlap the other calls
MazEF act: activators of E. coli MazEF toxin-antitoxin RNase. actives 0.32% (n = 350,000). FAM/BHQ RNA-DNA oligo cleavage fluorescence, 5 h. activation, % at 20 µM; in the data active = activation above about 50%
Target sequence (P0AE70 whole entry, looked up): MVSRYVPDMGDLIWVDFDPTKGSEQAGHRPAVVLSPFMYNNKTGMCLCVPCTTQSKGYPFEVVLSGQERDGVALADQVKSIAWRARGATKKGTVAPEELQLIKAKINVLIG
Mtb BioA inh: blocks M. tuberculosis BioA enzyme activity. purified M. tuberculosis BioA enzyme, plate reader. inhibition, % at 9.99 µM. actives 0.096% (n = 360,000); in the data active = inhibition above about 40%; inconclusive = no clear call, values can overlap the other calls
GDH-TPI counter: inhibits GDH-TPI coupling enzymes, artifact for Mtb FBA screen | GDH-TPI coupled enzyme counterscreen, NADH absorbance | inhibition, % at 4.8 µM | actives 1.2% (n = 360,000) | AID 588335;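 also: 0% = DMSO wells and 100% = wells lacking the enzyme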
The depositor's hits bear a star; ? = inconclusive; / = not tested or not shown; & = joins results of further samples. Rule as the data show it, unless noted: active = inhibition above about 30%; inactive = the rest.

(1) Clc1ccc(-c2csc(N/N=C/c3ccco3)n2)cc1
(2) Cc1ccc(S(=O)(=O)NCC(=O)N(CC2CCCO2)C(C(=O)NC2CCCC2)C(C)C)cc1 (centres undefined)
(3) O=C(CC[C@H]1O[C@@H](n2cnc3c(NC(=O)c4ccccc4)ncnc32)[C@H](O)[C@@H]1O)NCC1CCCO1 (some centres undefined)
(4) O=C(COC(=O)c1cc[n+]([O-])cc1)NCCc1ccc(Cl)cc1Cl
(5) CN(C)S(=O)(=O)c1ccc(C(=O)OCC2COC(C)(C)O2)cc1 (centres undefined)

screen / no.,1,2,3,4,5
FadD28 binding,-0.6,/,-1.6,-2.1,/
VHR inh abs,34,-3,/,14,20
Mtb FBA inh,0,3,2,22,0
CCHF vOTU inh,9,6,0,-7,-15
Rv3671c protease,2,2,/,-1,-7
Mtb BioA inh,/,-1.3,3.6,/,/
GDH-TPI counter,14,6,/,-2,-7
BoNT-F LC inh,?,2,-1,2,-3
MazEF act,0,0,/,1,5
Mtb UGM inh,-1.5,1.8,/,1.5,-5.1

(6) Cc1nc(Cl)sc1C(=O)Nc1cc(F)cc(F)c1
(7) O=C(CN1CCN(S(=O)(=O)c2cccc(Br)c2)CC1)NCCc1cccs1
(8) CN(C)S(=O)(=O)c1ccc(C(=O)NCc2nnc(SCC(=O)c3ccccc3)o2)cc1
(9) O=C(/C=C/c1ccccc1)OCC(=O)c1ccc[nH]1
(10) CCOC(=O)N1CCN(C(=O)C(=O)Nc2sc3c(c2C(=O)O)CC(C)(C)OC3)CC1

screen / no.,6,7,8,9,10
FadD28 binding,0.7,0.7,-2.7,-3.2,-0.8
VHR inh abs,5,/,6,/,2
Mtb FBA inh,-1,5,4,-3,0
CCHF vOTU inh,8,-3,-4,3,5
Rv3671c protease,4,-10,4,3,0
Mtb BioA inh,3.2,4.2,0.9,/,-2.8
GDH-TPI counter,2,-7,4,-4,28
BoNT-F LC inh,4,0,-72,1,0
MazEF act,-3,-21,-1,-8,-6
Mtb UGM inh,0.2,-1.2,-0.8,0.4,3.3

(11) Cc1nn(CC(N)=O)c(=O)c2ccccc12
(12) Cc1nn(C(C)C(=O)NCC2CCCO2)c(=O)c2c1sc1ccccc12 (centres undefined)
(13) CCOc1ccc2[nH]c(=O)c(CN(CCN3CCCC3)C(=S)Nc3ccccc3OCC)cc2c1
(14) CCOc1c(Cl)cnn(-c2ccc(C)cc2)c1=O
(15) N#CCCn1cc(/C=N/NC(N)=S)c(-c2ccccc2)n1

screen / no.,11,12,13,14,15
FadD28 binding,-1.9,-1.4,-3.5,0.1,-1.1
VHR inh abs,25,1,-14,19,24
Mtb FBA inh,2,2,7,0,-3
CCHF vOTU inh,-2,2,-28,13,1
Rv3671c protease,4,6,-1,3,0
Mtb BioA inh,/,-1.4,/,-0.7,/
GDH-TPI counter,-7,6,1,8,0
BoNT-F LC inh,-5,0,-3,-2,-4
MazEF act,4,10,19,-2,8
Mtb UGM inh,-1.0,4.2,-1.2,-1.8,-1.6

(16) COc1ccc(CCNC(=O)C2CCC(=O)N2CCc2ccccc2)cc1OC (centres undefined)
(17) CCOC(=O)c1ccc(NC(=O)N2CCN(Cc3cccc(F)c3)CC2)cc1
(18) Cc1cccn2c(=O)c(C(=O)NC3CC(C)CC(C)(C)C3)c(O)nc12 (centres undefined)
(19) COc1cccc(NC(=O)NCC2CCN(Cc3ccc(F)cc3)CC2)c1
(20) CCN(CC)C(=O)CSc1nnc2sc3ccccc3n12

screen / no.,16,17,18,19,20
FadD28 binding,-2.6,-4.9,-0.4,-2.2,-2.0
VHR inh abs,-19,7,/,10,25
Mtb FBA inh,-5,-2,0,-4,0
CCHF vOTU inh,-10,/,-4,-13,-25
Rv3671c protease,6,-19,-2,4,7
Mtb BioA inh,/,/,0.5,3.8,/
GDH-TPI counter,-18,-2,2,0,-11
BoNT-F LC inh,4,-6,2,5,0
MazEF act,3,-9,0,16,-6
Mtb UGM inh,/,-2.4,6.2,-1.6,0.9

Molecules listed so far with an aryl methoxy group (2):
(16) COc1ccc(CCNC(=O)C2CCC(=O)N2CCc2ccccc2)cc1OC (centres undefined)
(19) COc1cccc(NC(=O)NCC2CCN(Cc3ccc(F)cc3)CC2)c1

screen / no.,16,19
FadD28 binding,-2.6,-2.2
VHR inh abs,-19,10
Mtb FBA inh,-5,-4
CCHF vOTU inh,-10,-13
Rv3671c protease,6,4
Mtb BioA inh,/,3.8
GDH-TPI counter,-18,0
BoNT-F LC inh,4,5
MazEF act,3,16
Mtb UGM inh,/,-1.6

Additional records:
(21) CS(=O)(=O)N(CC(=O)NCC1CCCO1)c1cc(Cl)cc(Cl)c1 (centres undefined)
(22) CS(=O)(=O)c1ccc(N)cc1
(23) O=c1oc2ccc(Br)cc2cc1S(=O)(=O)c1ccc(F)cc1
(24) CCN(CC)CCNC(=S)Nc1ccc2nc(N3CCN(C)CC3)cc(C)c2c1
(25) O=C1COc2ccc(S(=O)(=O)Nc3ccc4c(c3)OCO4)cc2N1

screen / no.,21,22,23,24,25
FadD28 binding,-1.5,-0.1,-1.5,0.0,0.0
VHR inh abs,10,-6,4,15,8
Mtb FBA inh,9,1,0,7,0
CCHF vOTU inh,-16,-2,/,-12,4
Rv3671c protease,-2,0,-6,-8,9
Mtb BioA inh,0.7,0.2,/,-0.1,1.9
GDH-TPI counter,1,0,9,15,-2
BoNT-F LC inh,-6,4,-2,13,-3
MazEF act,8,8,7,-1,6
Mtb UGM inh,3.5,-1.4,1.2,2.4,0.7

Overlap with the part before: 3 entries, then new ones.
(23) O=c1oc2ccc(Br)cc2cc1S(=O)(=O)c1ccc(F)cc1
(24) CCN(CC)CCNC(=S)Nc1ccc2nc(N3CCN(C)CC3)cc(C)c2c1
(25) O=C1COc2ccc(S(=O)(=O)Nc3ccc4c(c3)OCO4)cc2N1
(26) COc1cc(C2CC(=O)N(c3ccc(C)cc3)C(=O)C2)cc(OC)c1OC
(27) CCCCCCOC(=O)C(C#N)c1nc2ccccc2nc1N1CCN(C)CC1 (centres undefined)
(28) COCc1cc(C)nc(SCc2ccc(F)cc2)c1C#N
(29) COc1ccc(-c2nn3c(-c4ccco4)nnc3s2)cc1OC
(30) O=C(COC(=O)c1ccc(F)c(S(=O)(=O)N2CCOCC2)c1)NCc1ccc(F)cc1

screen / no.,23,24,25,26,27,28,29,30
FadD28 binding,-1.5,0.0,0.0,-1.9,-2.4,-1.8,-2.5,0.6
VHR inh abs,4,15,8,13,3,35,-1,/
Mtb FBA inh,0,7,0,0,-3,-1,5,1
CCHF vOTU inh,/,-12,4,-13,24,10,8,-14
Rv3671c protease,-6,-8,9,1,-5,7,3,-7
Mtb BioA inh,/,-0.1,1.9,/,/,-0.3,-0.4,/
GDH-TPI counter,9,15,-2,7,-3,10,29,5
BoNT-F LC inh,-2,13,-3,?,2,-7,10,-10
MazEF act,7,-1,6,0,9,-7,11,3
Mtb UGM inh,1.2,2.4,0.7,1.8,2.5,2.0,2.0,8.1

(31) CCOC(=O)C(C(=O)OCC)C(Nc1ccccc1)c1ccccc1 (centres undefined)
(32) Cc1nonc1CC(=O)NC1CCCc2c1cnn2-c1ccc(F)cc1F (centres undefined)
(33) O=C(NCc1cccs1)c1cnc2ccccn2c1=O
(34) C[C@H]1CN([C@@H](C)CO)C(=O)CCCn2cc(nn2)CO[C@@H]1CN(C)C(=O)Nc1ccnc(N2CCOCC2)c1
(35) COc1cc(CC(=O)OCC(=O)N2CC(=O)Nc3ccccc32)cc(OC)c1OC

screen / no.,31,32,33,34,35
FadD28 binding,-1.0,0.7,-1.2,2.3,-4.3
VHR inh abs,-5,15,5,/,20
Mtb FBA inh,1,7,5,4,1
CCHF vOTU inh,-2,-3,/,-4,-9
Rv3671c protease,-9,-2,-3,/,-4
Mtb BioA inh,13,-0.4,/,0.0&-0.6,/
GDH-TPI counter,6,6,25,-10,-10
BoNT-F LC inh,0,1,11,-4,1
MazEF act,4,5,9,7,-5
Mtb UGM inh,1.7,0.1,-1.8,/,0.5

(36) O=C(O)C1C(c2ccccc2)C(C(=O)OCCCO)C1c1ccccc1 (centres undefined)
(37) CCCNC(=O)C(Cc1ccccc1)NC(=O)c1cccc([N+](=O)[O-])c1 (centres undefined)
(38) COc1ccc(CCN2C(=O)/C(=C\c3ccco3)SC2=S)cc1OC
(39) O=C(NNc1nc(-c2ccc(Cl)cc2)cs1)c1ccco1
(40) CCCn1ncc(CN2CCC(N3CCC(C(=O)N4CCOCC4)CC3)CC2)c1C

screen / no.,36,37,38,39,40
FadD28 binding,1.7,0.3,-3.7,-0.2,0.4
VHR inh abs,0,/,-1,5,10
Mtb FBA inh,-1,1,-1,-1,-2
CCHF vOTU inh,14,-6,3,-2,6
Rv3671c protease,0,13,/,6,6
Mtb BioA inh,4.2,-0.8,0.2,0.1,-2.9
GDH-TPI counter,-5,-1,6,12,10
BoNT-F LC inh,-2,3,6,-11,-5
MazEF act,11,6,-8,4,0
Mtb UGM inh,-0.8,0.1,/,1.0,4.0

(41) CCOC(=O)c1ccc(NC(=O)N2CCN(Cc3ccccc3)CC2)cc1
(42) COc1cc(CNS(=O)(=O)c2ccc3c(c2)CC(C)N3C(C)=O)cc(OC)c1OC (centres undefined)
(43) O=C(Cc1ccc([N+](=O)[O-])cc1)Nc1ccc2c(c1)C(=O)NC2=O
(44) CS(=O)(=O)c1ccc(C(=O)OCC(=O)Nc2cccc(S(=O)(=O)N3CCCC3)c2)cc1
(45) O=C(OCC1CC(c2ccccc2)=NO1)c1ccc(Cl)cc1 (centres undefined)

screen / no.,41,42,43,44,45
FadD28 binding,-1.5,0.4,0.0,-3.7,0.4
VHR inh abs,1,-17,18,/,17
Mtb FBA inh,1,-1,12,-2,2
CCHF vOTU inh,-7,7,-14,1,-7
Rv3671c protease,1,0,-9,-10,2
Mtb BioA inh,/,-2.0,/,/,-1.8
GDH-TPI counter,9,2,8,-6,4
BoNT-F LC inh,-5,2,-2,-14,3
MazEF act,-2,5,-3,2,5
Mtb UGM inh,-2.5,1.2,4.3,-1.1,-3.6

(46) CCOC(=O)N1CCC(N2C(=O)c3ccc(C(=O)O)cc3C2=O)CC1
(47) Nc1nc2n(n1)C(c1cccc(Br)c1)CC(c1ccccc1)N2 (centres undefined)
(48) O=C(O)c1n[nH]c2c1CCCCC2
(49) Cn1c(=O)c2c(nc(N3CCN(c4ccc([N+](=O)[O-])cc4)CC3)n2C)n(C)c1=O
(50) O=[N+]([O-])c1ccc(N2CCN(S(=O)(=O)c3ccccc3)CC2)cc1N1CCc2ccccc2C1
(51) CCOc1ccc(N/C(C)=C/C(=O)c2ccc(C)o2)cc1

screen / no.,46,47,48,49,50,51
FadD28 binding,0.2,-1.2,-2.6,0.5,-3.7,1.6
VHR inh abs,-4,32,17,32,22,26
Mtb FBA inh,3,9,4,-5,0,2
CCHF vOTU inh,8,9,0,6,0,-4
Rv3671c protease,8,-9,11,5,-2,2
Mtb BioA inh,-1.5,11,-1.0,-0.4,/,-1.4
GDH-TPI counter,7,7,-4,8,0,2
BoNT-F LC inh,7,-2,6,-3,-3,0
MazEF act,-6,10,4,13,4,-4
Mtb UGM inh,-1.0,-2.2,-0.5,0.7,5.0,-1.5

As a working copy, part of the list above:
(46) CCOC(=O)N1CCC(N2C(=O)c3ccc(C(=O)O)cc3C2=O)CC1
(47) Nc1nc2n(n1)C(c1cccc(Br)c1)CC(c1ccccc1)N2 (centres undefined)

screen / no.,46,47
FadD28 binding,0.2,-1.2
VHR inh abs,-4,32
Mtb FBA inh,3,9
CCHF vOTU inh,8,9
Rv3671c protease,8,-9
Mtb BioA inh,-1.5,11
GDH-TPI counter,7,7
BoNT-F LC inh,7,-2
MazEF act,-6,10
Mtb UGM inh,-1.0,-2.2

Quoted from the listing.
Reading of no. 47 under Mtb FBA inh: 9
Reading of no. 46 under MazEF act: -6
Reading of no. 49 under FadD28 binding: 0.5
